# Compound activity from PubChem.
# FID counter: fluorescent intercalator displacement, NS3 helicase counter-screen; inhibition, % at 7.9 µM; actives 0.17% (n = 290,000); DNA fluorescent intercalator displacement, fluorescence; in the data active means inhibition above about 37%;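 further: 0% = vehicle and 100% = reference compound; higher means more ethidium bromide displaced from hairpin DNA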
# MEKK2 mut-MEK5: signal of MEK5 binding to mutant human MEKK2 PB1 domain | bead flow cytometry, Alexa488-MEK5 binding to MEKK2 mutant | percent response, % at 10 µM | actives 0.35% (n = 290,000); in the data active means percent response above about 24%, passing the limit was not always enough; further: inactives centre near 1; some results filed as inactive read as strong as hits
# M18AAP inhibitor: PfM18AAP enzyme inhibition | recombinant PfM18AAP, H-Glu-NHMec fluorogenic cleavage | inhibition, % at 7.35 µM | actives 1.2% (n = 290,000);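 active means inhibition above the campaign mean inhibition over all tested compounds plus 3 SD, cut at about 28% in these data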;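 further: 0% = plate median of test compound wells and 100% = 2 mM ZnCl2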
# MEKK2 WT-MEK5: raises or lowers MEK5 binding to wildtype human MEKK2 PB1 domain; Q9Y2U5; binding response (% of control), % at 10 µM; AID 1531; actives 1.1% (n = 290,000); bead flow cytometry, Alexa488-MEK5 binding to MEKK2 WT; actives lie on both sides; in the data active means binding response below about 67% or above about 130%
# VIM-2 inh: inhibitors of Pseudomonas aeruginosa VIM-2 metallo-beta-lactamase; AID 1527; actives 0.89% (n = 290,000); purified VIM-2, nitrocefin hydrolysis, epi-absorbance fluorescence; inhibition, % at 5.6 µM;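 active means inhibition above the mean of all tested compounds plus 3 SD, cutoff set per screening run, cut at about 7.5% in these data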;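 further: red hydrolysis product quenches plate fluorescence so inhibitors raise well fluorescence; 0% = enzyme with DMSO and 100% = DMSO without enzyme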
# IMP-1 inh: blocks Pseudomonas aeruginosa IMP-1 metallo-beta-lactamase. AID 1556. actives 0.45% (n = 290,000). inhibition, % at 5.6 µM. purified IMP-1, nitrocefin hydrolysis, epi-absorbance fluorescence;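 active means inhibition above the mean plus 3 SD of all compounds in the same screening run, cut at about 4.5% in these data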;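 further: 0% = IMP-1 with DMSO and 100% = DMSO wells lacking enzyme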
#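 System: purified recombinant IMP-1 beta-lactamase. Medium: Zinc- and detergent-supplemented HEPES buffer, pH 7.1. Compound: one 5.6 µM dose […]. Schedule: 15 min preincubation plus 25 min reaction at 25 °C. Technique: Epi-absorbance fluorescence, 480 nm excitation, 530 nm emission.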
# NALP1 yeast inh: NALP1 inhibition. S. cerevisiae NALP1/ASC/caspase-1 growth, X-gal OD620, 72 h. inhibition, % at 10 µM. actives 0.61% (n = 280,000); in the data active means inhibition mostly above about 24%, no sharp cut-off; inactive means mostly below about 32%; further: some compounds called inactive have numbers as strong as hits
# SUMO HTRF inh: blocks human SUMOylation mediated by UBC9. HTRF SUMOylation assay, SAE1/SAE2 + UBC9, in vitro. inhibition, % at 35 µM. actives 0.36% (n = 290,000). AID 2006; in the data active means inhibition above about 50%, passing the limit was not always enough; further: strong numbers were not always called active
# Target sequence (P63279 whole entry, looked up): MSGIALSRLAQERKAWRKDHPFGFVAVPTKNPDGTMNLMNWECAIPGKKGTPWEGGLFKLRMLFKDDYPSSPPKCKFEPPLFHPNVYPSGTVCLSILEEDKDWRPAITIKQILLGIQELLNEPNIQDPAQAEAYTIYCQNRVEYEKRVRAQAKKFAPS
# NS3 helicase inh: HCV NS3 helicase inhibition; NS3 helicase DNA unwinding, Cy5 molecular beacon fluorescence; inhibition, % at 10.9 µM; actives 0.56% (n = 290,000);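 active means inhibition above the mean of all tested compounds plus 3 SD, set per campaign, cut at about 35% in these data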;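 further: 0% = DMSO wells and 100% = thioflavine S control wells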
#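 Measured by: Cy5 fluorescence, 0 and 60 min reads / Assay system: NS3 helicase fragment of HCV / Control set: low DMSO, high thioflavine S at 110 µM / Times: 1 h reaction at 25 °C, ATP-initiated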
# Numbers without * were called inactive; / = not tested or not shown.
# The opening 6 entries, to show the layout:
SMILES,FID counter,MEKK2 mut-MEK5,M18AAP inhibitor,MEKK2 WT-MEK5,VIM-2 inh,IMP-1 inh,NALP1 yeast inh,SUMO HTRF inh,NS3 helicase inh
CCCC12CN3CCN(CC(C3)/C1=N\NC(=O)Nc1ccccc1)C2,-5,0,-9,100,0.0,-0.3,18,-1,5
FC(F)(F)c1cc(-c2ccco2)nc(-n2nc(C(F)(F)F)cc2C2CC2)n1,0,-2,-15,99,1.5,-0.3,20,-6,0
COc1cc(/C=N/NC(=O)c2ccc(Cl)cc2)ccc1OCC(=O)N1CC(C)OC(C)C1 (stereo not drawn),-29,-4,0,74,-7.1,-4.2,6,16,0
CC(=O)N(C)c1ccc(NC(=O)Nc2ccc(C)c(C)c2)cc1,-10,5,-1,107,-2.6,-1.2,0,-4,5
Cc1ccc(CNC2=NCCCCC2)n1C,0,4,2,106,0.3,-3.9,-6,21,6
CCOC(=O)c1ccc2c(c1)nc(COc1ccc(OC)cc1)n2CC,-33,6,-3,102,-2.4,-3.5,-34,5,-9

# The list itself (from the top)
SMILES,FID counter,MEKK2 mut-MEK5,M18AAP inhibitor,MEKK2 WT-MEK5,VIM-2 inh,IMP-1 inh,NALP1 yeast inh,SUMO HTRF inh,NS3 helicase inh
CCCC12CN3CCN(CC(C3)/C1=N\NC(=O)Nc1ccccc1)C2,-5,0,-9,100,0.0,-0.3,18,-1,5
FC(F)(F)c1cc(-c2ccco2)nc(-n2nc(C(F)(F)F)cc2C2CC2)n1,0,-2,-15,99,1.5,-0.3,20,-6,0
COc1cc(/C=N/NC(=O)c2ccc(Cl)cc2)ccc1OCC(=O)N1CC(C)OC(C)C1 (stereo not drawn),-29,-4,0,74,-7.1,-4.2,6,16,0
CC(=O)N(C)c1ccc(NC(=O)Nc2ccc(C)c(C)c2)cc1,-10,5,-1,107,-2.6,-1.2,0,-4,5
Cc1ccc(CNC2=NCCCCC2)n1C,0,4,2,106,0.3,-3.9,-6,21,6
CCOC(=O)c1ccc2c(c1)nc(COc1ccc(OC)cc1)n2CC,-33,6,-3,102,-2.4,-3.5,-34,5,-9
CC(/C=C/c1ccc(O)cc1)=N/O,0,5,2,101,-3.2,-0.6,-80,10,4
O=C(Nc1ccccc1)N1CCC(c2nc(-c3ccc(S(=O)(=O)N4CCOCC4)cc3)no2)CC1,-4,3,-6,101,-2.6,-0.2,-4,-1,-5
Cc1ccc(C2C=NN(c3ccccc3)C2=O)cc1 (stereo not drawn),1,-6,8,96,-3.2,-3.0,-16,-3,8
CC(C)(C)c1ccc(NC(=O)COC(=O)C2=COCCO2)cc1,-5,4,-11,102,0.7,-1.5,11,0,-2
O=C(NC1CCCc2ccccc21)c1n[nH]c(=O)c2ccccc12 (stereo not drawn),-13,2,0,106,0.7,-3.4,0,-6,-2
O=C(Nc1nnc(CCN2CCCCC2)s1)c1ccc(Cl)cc1Cl,12,3,3,102,-1.6,-2.8,8,4,1
C=CCNC(=O)CN(c1ccccc1OCC)S(=O)(=O)c1ccc(C)cc1,-33,5,-8,118,-4.2,-2.9,11,24,-1
CCC(C)C(NC(=O)c1ccc(Cl)cc1)C(=O)Nc1cccnc1 (stereo not drawn),-15,1,-15,106,-2.7,-3.2,-8,0,3
N#Cc1cn(-c2ccccc2)nc1-c1ccccc1,-3,-4,-7,97,-1.3,-2.7,16,19,1
Clc1ccc(-c2cc(CN3CCOCC3)no2)cc1,-10,6,4,105,-4.1,-2.4,26,-1,-4
COCCn1cnc2c(c1=O)c1nc3ccccc3nc1n2/N=C/c1ccc(OC)c(OC)c1,-9,15,3,117,2.6,-0.6,8,17,8
CSc1ccccc1OCc1cc(C(=O)NCCN2CCCc3ccccc32)no1,2,2,23,97,1.5,0.2,24,-11,-20
CCOc1ccc(CN2CCNC(=O)C2CC(=O)NCc2csc(C(C)C)n2)cc1 (stereo not drawn),-19,9,2,125,2.3,0.2,13,12,-45
Cc1nc2nc3c(cn2n1)C(=O)CC(c1ccccc1)C3 (stereo not drawn),-6,-2,21,98,-2.0,-4.0,4,16,14
CN(C)C(=O)N1CCNCC1,3,-7,-3,91,-1.7,-2.1,17,16,-31
O=[N+]([O-])c1cccc(C2=NCCS2)c1,3,-1,0,109,-1.6,-1.4,12,1,-1
CN1C(=O)C(=O)/C(=C(/O)c2ccc(Br)cc2)C1c1cccc([N+](=O)[O-])c1 (stereo not drawn),-14,4,1,103,0.0,-2.9,4,16,4
Cc1ccc(Oc2nc3ccccn3c(=O)c2/C=C(\C#N)C(=O)Nc2c(C)n(C)n(-c3ccccc3)c2=O)c(C)c1,-10,-1,4,97,0.2,0.3,22,37,-5
CCOC1(OCC)C(c2ccc(Cl)cc2)C(C#N)(C#N)C1(OCC)OCC (stereo not drawn),-15,/,-14,/,0.0,-1.6,/,-12,-5
CCCCCC1CCC(C(=O)NCCN2CCOCC2)CC1 (stereo not drawn),3,15,2,108,-3.5,-3.5,15,0,-18
Cc1ccc(CN2CCN(C3CCCC3)C(CCO)C2)s1 (stereo not drawn),1,-1,-5,99,-2.7,-4.0,15,4,-6
COc1cc(C2NC(=S)NC(C)=C2C(=O)c2ccccc2)ccc1O (stereo not drawn),-5,-1,-6,92,-1.5,-1.9,15,-6,-1
Nc1c2c(=O)oc(-c3ccccc3)cc2nn1-c1ccccc1,-5,/,-1,/,-0.5,-2.0,-4,-10,6
COc1ccc(-c2ccnc3nc(N4CCN(c5ccccc5)CC4)nn23)cc1,-2,2,1,104,-5.2,-1.0,37,17,0
CC(=O)Nc1ccc(Oc2cnccn2)cc1,9,3,0,100,0.6,-1.7,25,3,6
CCc1ccc(CNC(=O)CCC(=O)n2ncc3cc(C)ccc32)cc1,-19,4,6,104,-3.6,-1.8,21,-7,-1
CC(=O)c1sc(-c2ccccc2)cc1NS(=O)(=O)c1ccccc1,0,-5,-6,97,-2.8,-2.0,-18,0,1
Cc1ccc(CC(=O)NCc2ccc3c(c2)OCO3)cc1,-2,1,0,102,-4.5,-4.7,3,20,0
COc1ccc2c(c1)[nH]c1c(=O)n(/N=C/c3ccc(OC)c(CN4CCCCC4)c3)cnc12,14,1,16,109,3.1,-1.3,-11,12,-29
CCOc1ccccc1N1C(=O)CC(N(O)c2ccccc2)C1=O (stereo not drawn),-10,13,-6,104,2.5,-4.1,-8,5,7
O=C1CNC(=S)N1CCCc1ccccc1,-2,0,-2,104,-2.0,-1.2,22,3,-2
C=CCSc1nnc2c(n1)OC(c1c(C)[nH]n(-c3ccccc3)c1=O)Nc1ccccc1-2 (stereo not drawn),-2,2,3,101,-2.6,-4.2,-3,-17,8
Cc1cc(OCc2cc(C(=O)N(C)CCCN3CCOCC3)no2)cc(C)c1Cl,31,-4,-3,110,0.1,-0.5,26,2,-83
Cc1nn(-c2ccccc2)c(C)c1-c1cc(C(=O)N/N=C/c2cccnc2)[nH]n1,-9,-8,-2,99,-3.2,-2.9,18,6,6
O=C(O)c1ccc(N/N=C/c2ccc(OC(=O)c3cccc(Cl)c3)cc2)cc1,-12,-9,5,99,-0.7,-2.5,/,31,23
O=C(Nc1ccccc1)C1=C[C@H](c2csc3ccccc23)C[C@H](OCc2ccc(CO)cc2)O1,-13,-1,2,105,-2.8,-2.0,-16,-11,-13
COc1ccc(NC(=O)C23CCC(C2)C(C)(C)C3=O)cc1 (stereo not drawn),-6,-6,1,100,-2.5,-2.7,6,-8,-11
Cc1ccc(Nc2nnns2)cc1,5,3,4,104,2.0,0.2,29,20,-5
COCCCNS(=O)(=O)c1ccc(Oc2ncc(C(F)(F)F)cc2Cl)cc1,-30,4,0,104,-4.2,-1.9,41,13,-5
COc1ccc(CSc2nnnn2C)cc1F,-7,2,-5,107,-0.7,-2.0,-14,13,-7
Cc1ccc(-c2ccc(/C=C3\C(=O)ON=C3c3ccccc3)o2)c([N+](=O)[O-])c1,0,0,8,95,0.3,0.2,12,35,14
CCOc1ccc(N(CC(=O)O)S(=O)(=O)c2ccc(F)cc2)cc1,-22,3,16,100,1.1,-0.2,/,17,25
O=C(CCc1nnc(CCCCc2ccccc2)o1)NCCC1CCCCO1 (stereo not drawn),-20,-12,-14,83,2.8,0.2,-1,-9,-4
COc1ccc(/C=N\NS(=O)(=O)c2ccc(C)cc2)cc1COc1ccccc1[N+](=O)[O-],1,3,0,103,-5.7,-8.0,-1,8,-6

# More results follow.
SMILES,FID counter,MEKK2 mut-MEK5,M18AAP inhibitor,MEKK2 WT-MEK5,VIM-2 inh,IMP-1 inh,NALP1 yeast inh,SUMO HTRF inh,NS3 helicase inh
Cc1ccc(C)c(N2C(=O)CN=C2Nc2ccccc2Cl)c1,13,8,-20,106,-0.2,-1.0,-3,-1,-3
COc1cc(C(=O)Nc2ccc(C)cc2C(NCC(=O)NN)c2ccccc2)cc(OC)c1OC (stereo not drawn),-24,4,-7,104,-0.7,-1.8,-1,11,-7
CC(=O)c1ccc(NC(=O)/C(C#N)=C/c2ccncc2)cc1,-13,5,13,103,-2.7,0.7,-11,7,11
CCOCC(=O)Nc1ccc(F)c(F)c1,1,7,-3,107,-1.0,-1.2,-33,-1,2
O=C(c1cccc(-c2ccccc2F)c1)N1CC[C@@H](N2CCC(O)CC2)[C@H](O)C1,5,5,-3,106,-0.7,-2.0,11,13,-1
Cc1nc2ccc(S(=O)(=O)Nc3cccc(-c4nc5cccnc5s4)c3)cc2s1,-14,8,0,93,-2.9,-4.0,30,-4,-18
Clc1ccccc1OCc1nn[nH]n1,-2,27,3,118,0.2,-3.6,/,6,-3
O=C1CCCC2=C1C(O)(C(F)(F)F)C(=O)N2Cc1ccccc1 (stereo not drawn),-1,0,0,103,-3.9,-1.0,-4,-1,10
O=C(OCC(=O)N1CCCCCC1)c1ccc([N+](=O)[O-])cc1Cl,0,1,-4,97,-2.4,-0.5,6,11,10
COc1ccc(S(=O)(=O)Nc2ccccc2C(=O)N2CCOCC2)cc1OC,-9,-2,-2,96,-2.5,-2.9,7,4,-9
O=C(Cn1cncn1)N/N=C/c1ccccc1O,-2,-3,-1,98,-3.2,-1.1,/,16,-2
Cc1n[nH]c(C)c1S(=O)(=O)N1CCN(C2CCCCC2)CC1,1,-12,4,91,-5.0,-2.6,51,-15,-1
Cc1ccc(C)c(OCC(O)CN2CCC(CN3C(=O)c4cccc5cccc(c45)C3=O)CC2)c1 (stereo not drawn),3,6,0,162*,2.2,-0.5,41,-2,-67
CN(C(=O)c1cccc(C#N)c1)c1nnc(-c2cnccn2)s1,3,15,-3,111,-2.1,0.6,6,11,2
CCN(CC)c1cc2nc(C)n(Cc3ccccc3)c(=O)c2cc1NC(=O)C1CC1,-33,1,-1,90,-1.1,-3.7,5,3,-6
Cc1ccc(Cn2nnc3c(=O)[nH]c(C4CCCN(S(=O)(=O)c5ccccc5)C4)nc32)cc1 (stereo not drawn),-7,-1,-6,97,-2.6,-2.1,-4,24,0
CC(=O)N1C(=S)NC(=O)/C1=C1/C(=O)N(CC(=O)Nc2cccc(C)c2)c2ccccc21,3,0,-2,106,-2.2,-0.2,37,69,5
COC(=O)c1nc(N)sc1-c1ccc(Cl)c(Cl)c1,-2,2,2,101,-3.3,-2.9,/,21,2
